Source: PubChem (National Center for Advancing Translational Sciences (NCATS))
ERG-DNA inh: ERG Ets/DNA interaction inhibition. P11308. Potency, µM (titrated, usually from 76.9 µM), for the others: at the top dose FP activity, negative = inhibition, actives largely listed as inhibitors. AID 624246. fluorescence polarization, His-ERG Ets domain / labelled DNA. 0.028% of 370,000 active; active = well fitted inhibition curve with a large enough effect in the polarisation, with a control signal flat; inconclusive = small, poorly fitted or top-dose-only effect, or effect the other way, or a change in a side signal; inactive = no such curve, though single readings can be large or run the other way; the % refers to the polarisation;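 note: polarization taken with two DNA probes labelled with fluorescein and Texas red; % of control where 0% means no effect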
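His-tagged ERG Ets domain (1 uM in the protein solution; 300mM KCl, 50mM Tris-HCl, 1mM EDTA, 1mM DTT, pH 7.5) received compound, then a probe mix of 5 nM fluorescein-DNA and 100nM Texas-615-DNA. Fluorescence polarization was read for both dyes.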
Pin1 inhibitor: human Pin1 inhibition; Q13526; Pin1 FP peptide displacement, HiFluor488, 10 min; Potency, µM (series often up to 115 µM), without a hit: at the top dose activity, negative = inhibition, usual class: inhibitors; 0.009% of 390,000 active; active = well fitted inhibition curve with a large enough effect in the polarisation, with a control signal flat, not every such curve was filed as active; inconclusive = small, poorly fitted or top-dose-only effect, or effect the other way, or a change in a side signal; inactive = no such curve, though single readings can be large or run the other way; the % refers to the polarisation; note: % is set by controls: 0 for no effect and ±100 for the full control effect
Target sequence (Q13526 whole entry, looked up): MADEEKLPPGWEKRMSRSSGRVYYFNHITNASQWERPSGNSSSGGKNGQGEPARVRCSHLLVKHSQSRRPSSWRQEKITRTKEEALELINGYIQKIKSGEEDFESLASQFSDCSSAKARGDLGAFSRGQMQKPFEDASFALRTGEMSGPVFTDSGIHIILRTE
GLS inh: inhibitors of human glutaminase (GLS) | GLS enzymatic activity, qHTS titration | Potency, µM (highest dose often 45.5 µM), for inactives: at the highest dose activity change, negative = inhibition, usual class: inhibitors | 0.21% of 410,000 active | AID 624170; note: % is set by controls: 0 for no effect and ±100 for the full control effect
Target sequence (O94925 whole entry, looked up): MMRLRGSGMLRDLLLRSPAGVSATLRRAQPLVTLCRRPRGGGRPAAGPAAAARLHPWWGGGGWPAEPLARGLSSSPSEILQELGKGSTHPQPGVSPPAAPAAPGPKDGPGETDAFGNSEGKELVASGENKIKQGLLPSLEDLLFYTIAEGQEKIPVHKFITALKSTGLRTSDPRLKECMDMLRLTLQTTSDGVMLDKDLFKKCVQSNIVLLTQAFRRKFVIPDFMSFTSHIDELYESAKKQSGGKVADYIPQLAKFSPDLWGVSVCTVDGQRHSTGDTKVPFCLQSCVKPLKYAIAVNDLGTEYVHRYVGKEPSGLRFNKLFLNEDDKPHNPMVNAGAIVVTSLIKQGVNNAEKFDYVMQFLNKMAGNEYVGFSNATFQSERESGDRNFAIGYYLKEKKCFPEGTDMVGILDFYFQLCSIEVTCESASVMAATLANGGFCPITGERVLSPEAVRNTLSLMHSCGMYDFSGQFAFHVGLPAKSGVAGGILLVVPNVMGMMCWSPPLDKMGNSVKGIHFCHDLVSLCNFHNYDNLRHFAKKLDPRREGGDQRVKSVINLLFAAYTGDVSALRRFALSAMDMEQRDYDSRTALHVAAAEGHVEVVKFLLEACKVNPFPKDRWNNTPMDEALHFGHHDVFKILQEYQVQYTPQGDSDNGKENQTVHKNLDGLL
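Assay buffer: 45 mM KH2PO4 pH 8.2, 0.02% Tween-20. hKGA acts on L-glutamine (1 mM solution added); product glutamate is reported by an oxidase/peroxidase Amplex Red coupling, with fluorescence taken at baseline and 30 min.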
HP1b binding inh: HP1-beta chromodomain-methylated histone interaction inhibition; P83916; AlphaScreen HP1-beta / biotin-H3K9me3 peptide binding; Potency, µM (doses to about 114 µM), for inactives: at the top dose activity change, negative = inhibition, hits mostly inhibitors; 0.56% of 390,000 active; AID 540317; note: nearly all actives have a fitted effect of over 70% in size; inactives centre near 23
Target sequence (P83916 whole entry, looked up): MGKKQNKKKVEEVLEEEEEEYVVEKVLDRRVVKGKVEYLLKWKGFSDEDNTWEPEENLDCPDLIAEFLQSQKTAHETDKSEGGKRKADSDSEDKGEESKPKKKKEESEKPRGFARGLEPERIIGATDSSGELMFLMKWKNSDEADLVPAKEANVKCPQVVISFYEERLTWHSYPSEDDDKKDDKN
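Compound inhibition of the preformed complex between 50 nM HP1-beta and 50 nM biotinylated H3K9me3 peptide was read by AlphaScreen. Buffer was PBS pH 7.4 with 0.01% Tween-20. Incubations ran 30 min at room temperature, with 10 ug/mL donor/acceptor beads.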
RGS4 inhibitor: blocks human RGS4-accelerated GTP hydrolysis; P49798; Transcreener GDP fluorescence polarization, RGS4-accelerated GTP hydrolysis; Potency, µM (series often up to 114 µM), inactives show top-dose activity change, negative = inhibition, most hits filed as inhibitors; 0.039% of 390,000 active; note: % is set by controls: 0 for no effect and ±100 for the full control effect; nearly all actives have a fitted effect of over 75% in size; some results filed as inactive show a strong effect at the top dose
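MLSMR compounds (23 nl, pin-transferred) preincubated 10 min at room temperature with a 500nM (2x) first reagent, then RGS4 at 900nM (2x) plus Transcreener GDP mix added; fluorescence polarization (620/688 nm) read before and after 90 min at 30 °C.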
12-LOX inh: ALOX12 (human) lipoxygenase inhibition; P18054; 1.1% of 580,000 active; Potency, µM (series often up to 108 µM), for the others: at the highest dose activity change, negative = inhibition, actives largely listed as inhibitors; purified 12hLO, xylenol orange hydroperoxide absorbance; note: % is set by controls: 0 for no effect and ±100 for the full control effect
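Hydroperoxide product was detected by ferrous iron/xylenol orange as the 573 to 405 nm absorbance ratio. Arachidonic acid at 40 uM (final) was turned over for 30 min at room temperature by 150 nM human 12hLO, pH 7.0 Hepes buffer, after 15 min compound preincubation.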
PGK inhibitor: inhibitors of T. brucei phosphoglycerate kinase; P07378; PGK/GAPDH coupled, Kinase-Glo luminescence, 60 min; Potency, µM (doses to about 57.5 µM), for inactives: at the top dose activity change, negative = inhibition, hits mostly inhibitors; 0.043% of 380,000 active; AID 602233; note: % is set by controls: 0 for no effect and ±100 for the full control effect; nearly all actives have a fitted effect of over 60% in size
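Luminescent ATP detection (Kinase-Glo Plus) follows a 60-minute room-temperature incubation, with wells lacking PGK as controls. Buffer: 100 mM TEA (pH 7.6), 5 mM MgCl2, 0.01% Tween-20. Coupling enzyme GAPDH (100 nM final) supplies unstable 1,3-BPG in-well.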
TrxR1 inh: inhibitors of rat thioredoxin reductase 1; recombinant rTrxR1, NADPH fluorescence consumption, selenite substrate; 1% of 390,000 active; Potency, µM (doses to about 114 µM), for inactives: at the top dose activity change, negative = inhibition, actives largely listed as inhibitors; O89049; AID 588453; note: % is set by controls: 0 for no effect and ±100 for the full control effect; nearly all actives have a fitted effect of over 65% in size
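Rat TrxR1 (90 nM in the dispensed reagent) was pre-reduced with 400 uM NADPH for 5 min at room temperature, then incubated with compound for 15 min. After 400 uM selenite was added, NADPH fluorescence (Ex 340/Em 450 nm) was followed for 8 min.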
JMJD2A Tudor: JMJD2A Tudor domain (human) inhibition | AID 504339 | Potency, µM (doses to about 114 µM), for inactives: at the highest dose activity change, negative = inhibition, actives largely listed as inhibitors | AlphaScreen JMJD2A-Tudor / H3K4me3 peptide binding | O75164 | 4.4% of 390,000 active; note: % is set by controls: 0 for no effect and ±100 for the full control effect; nearly all actives have a fitted effect of over 50% in size
The depositor's hits bear a star; i = inactive; ? = inconclusive; nt = no result given; & = joins results of further samples; [ ] = remark or other dose. Unless noted, calls come from the whole dose curve; as a rule, active = well fitted curve in the direction sought with a large enough effect; inconclusive = small, poorly fitted or top-dose-only effect, or another doubt; inactive = no such curve, though single readings can be large; an effect the other way counts as inactive or inconclusive. Potency is the fitted concentration of half-maximal effect. Some of the compounds tested; rates above refer to the full screens.

ERG-DNA inh | Pin1 inhibitor | GLS inh | HP1b binding inh | RGS4 inhibitor | 12-LOX inh | PGK inhibitor | TrxR1 inh | JMJD2A Tudor | molecule
11.3% | 0.5% | 1.6% | 27.5% | 14.5% | -4.1% | -7.9% | 8.2% | -7.5% | O=c1[nH]c(SCc2ccccc2Cl)nc2c1CCC2
-0.8% | 5.2% | 1.5% | 26.7% | -5.2% | -3.4% | -3.6% | -4.5% | 2.6% | O=C(Nc1ccccc1OC(F)F)c1ccccc1
-5.5% | 2.0% | -7.8% | 5.3% | -9.1% | 3.8% | 3.5% | 9.5%[57.1 µM] | -9.6% | Cc1sc2ncnc(NC3CCN(Cc4ccccc4)CC3)c2c1C
10.8% | -1.5% | 6.5% | 57.1%[activator] | 45.5% | 2.8% | 1.1% | 3.1% | 27.6% | c1ccc(CCC2CCCCN2Cc2nc(C3CC3)no2)cc1 (stereo unspecified)
0.0% | 0.0% | 7.3% | 30.3% | -12.4% | -5.4% | 3.2% | 0.4%[57.1 µM] | 2.2% | COC(=O)CN1C(=O)N/C(=C/c2ccccc2OC)C1=O
-7.5% | 0.0% | -9.2% | 31.9% | 26.1% | -25.0% | 1.0% | 10.7% | 9.4% | O=C(c1ccccc1)c1ncc(C(F)(F)F)cc1Cl
2.5% | ? | 1.4% | -7.3% | -7.5% | -18.1% | -6.4% | 18.3% | -13.8% | COc1ccc2nc3cc(Cl)ccc3c(C#N)c2c1
-4.9% | ? | 16.6% | 20.9% | -34.2% | -20.7% | -7.4% | 1.8% | -23.4% | CNC(=O)c1c(NC(=O)c2ccc(S(=O)(=O)N3CCCCC3)cc2)sc2c1CCN(C(C)C)C2
4.5% | 7.1% | 5.2% | 20.3% | -15.5% | -10.9% | -8.7% | 3.8%[57.1 µM] | 10.3% | O=c1nc(-c2ccccc2)n(-c2ccccc2)[nH]1
-0.5% | -1.6% | 7.0% | ? | -54.8% | ? | -4.9% | -12.3% | ? | Cc1[nH]n(C(N)=S)c(=O)c1N=Nc1ccc(S(=O)(=O)N2CCCCCC2)cc1
-3.2% | 4.2% | -6.0% | -4.8% | -3.2% | -0.1% | -7.1% | 0.7% | -5.6% | COc1cc(NC(=O)COc2ccc(C)c(C)c2)ccc1NC(=O)c1ccco1
-3.7% | 0.6% | -1.9% | 4.0% | 15.3% | 35.5µM* | i | 19.9% | -30.1% | Cc1ccc(S(=O)(=O)N2[C@@H](c3ccc(C(C)(C)C)cc3)C(C(=O)O)=CC[C@H]2c2ccc(Cl)c(Cl)c2)cc1
-6.5% | 0.5% | 6.4% | 36.2% | 12.3% | 1.7% | i | 11.7% | -14.8% | COc1ccccc1NS(=O)(=O)c1cc(NC(=O)CCC2CCCC2)ccc1N1CCOCC1
-7.5% | -8.7% | -3.4% | 74.5%[activator] | 8.0% | -15.7% | -5.6% | 18.4% | 0.0% | C=C(C)CN(Cc1ccccc1)C(=S)Nc1ccccc1
6.2% | 2.5% | 3.4% | 10.1% | 4.0% | nt | -10.6% | 17.4%[57.1 µM] | -28.8% | CC1=C(C(=O)OCc2ccccc2)C(c2ccc(Cl)cc2Cl)NC(=O)N1CCCCCC(=O)O (stereo unspecified)
-0.9% | -8.5% | -15.2% | -5.5% | 12.2% | -25.0% | -8.5% | 17.5%[57.1 µM] | -15.6% | CCc1nn2c(=O)cc(COC(=O)c3ccccc3NC(=O)c3cccs3)nc2s1
-2.1% | -7.1% | 0.7% | 33.6% | 15.3% | -1.1% | 0.5% | 6.8% | 1.7% | O=C(CCN1CCCO1)NC1CCCc2c1cnn2-c1ccccc1F (stereo unspecified)
6.5% | 3.9% | 0.3% | 21.4% | 37.2% | -11.1% | 0.1% | ? | -31.0% | CC(C)N1CCC(N2CCN(Cc3ccc(-c4ccc(Cl)cc4)o3)CC2CCO)CC1 (stereo unspecified)
-7.4% | -1.7% | 8.6% | 31.8% | 4.2% | -0.3% | -7.4% | -7.4% | -12.7% | O=C(O)c1ccc(/C=N/Nc2ncc(C(F)(F)F)cc2Cl)cc1
6.2% | 2.9% | 0.0% | -3.6% | 18.3% | -8.3% | i | 10.6% | -24.3% | CC(=O)c1cccc(CN2CCC(C(=O)Nc3ccc(Oc4cccnc4)cc3)CC2)c1
3.9% | -8.0% | 3.1% | ? | 12.6% | ? | -2.3% | -0.8%[57.1 µM] | 5.62µM* | CNCCCCOc1ccc(C(C)(C)C)cc1Cl
-0.6% | 16.7% | -12.4% | 16.4% | -53.6% | -9.6% | -1.7% | -7.9% | -13.6% | C=CCn1c(SCC(=O)NC2CCS(=O)(=O)C2)nc2scc(C3CC3)c2c1=O (stereo unspecified)
-1.2% | -9.9% | -5.4% | ? | 20.6% | ? | i | 1.2% | 5.01µM* | CCCCNCCOCCOc1ccc(F)cc1
5.1% | -2.5% | 5.6% | 33.3% | -10.6% | 0.0% | -2.9% | -0.2% | -12.9% | O=C(c1ccco1)n1nc(-c2ccccc2)nc1SCc1ccccc1
8.4% | 7.2% | 3.8% | 43.3%[activator] | -2.0% | 3.4%[57.4 µM] | i | -2.8%[57.1 µM] | -9.4% | O=C(CCN1C(=O)COc2ccccc21)NCCN1CCOCC1

Going on with the list:
ERG-DNA inh | Pin1 inhibitor | GLS inh | HP1b binding inh | RGS4 inhibitor | 12-LOX inh | PGK inhibitor | TrxR1 inh | JMJD2A Tudor | molecule
7.1% | -2.5% | 1.1% | 54.7%[activator] | -16.5% | -2.3% | i | 6.3%[57.1 µM] | -17.2% | CN(C(=O)CSc1nnc2[nH]c(=O)cc(-c3ccccc3)n12)c1ccccc1
0.9% | 3.3% | -0.9% | 19.1% | -22.7% | 8.4% | -7.6% | 17.9%[57.1 µM] | 3.0% | CCOC(=O)C(NC=O)(NC(C)(C)C)C(=O)OCC
7.0% | 18.1% | -2.5% | 20.5% | -9.1% | -3.5% | 3.9% | 23.0% | -10.3% | COc1ccccc1N(CC(=O)Nc1cc(S(=O)(=O)N(C)C)ccc1C)S(=O)(=O)c1cccs1
-0.1% | 3.2% | 3.6% | 5.5% | -6.3% | 4.6% | -2.8% | -1.0%[57.1 µM] | -13.7% | COc1ccc(NC(=O)CN2CCN(S(=O)(=O)c3ccc(Br)cc3)CC2)cc1
-10.6% | -0.3% | 20.0% | 40.0%[activator] | 5.8% | 9.2% | 3.1% | 11.4% | -11.6% | CCc1nnc(N/N=C/c2cc(C)c(C)cc2C)n1N
nt | 3.0% | -0.4% | 18.5% | 9.2% | 6.9%[57.4 µM] | -7.9% | 20.0% | -8.8% | COc1ccnc(Nc2cccc(C)c2)c1C#N
2.0% | 0.8% | 4.1% | 19.6% | 17.6% | 9.5% | i | 6.8% | -24.4% | CCn1c(CS(=O)Cc2ccc(Cl)cc2Cl)nnc1SCc1c(Cl)cccc1Cl (stereo unspecified)
-5.5% | 26.3% | 3.4% | 63.8%[activator] | -5.7% | -21.5% | -6.9% | 70.2%[activator] | 7.3% | CC1CCN(C(=O)Cn2c(-c3cccs3)cc3cc(Cl)ccc32)CC1
-4.9%&-2.7% | 25.2%&7.7% | 6.0%&-2.3% | 32.1%&73.2%[activator] | 2.0%&-24.6% | 3.9% | 8.4% | -22.7% | -12.1%&1.4% | Cc1ccc(Cn2cc(C(=O)c3ccc(F)cc3)c(=O)c3cc4c(cc32)OCCO4)cc1
5.2% | 0.8% | -10.1% | 22.4% | -20.5% | 5.8% | -3.6% | 23.5%[57.1 µM] | -15.9% | CCN1C(=O)C(O)(CC(=O)c2c(C)coc2C)c2ccccc21 (stereo unspecified)
-12.1% | -1.4% | 6.2% | 70.5%[activator] | -22.3% | ? | -8.7% | 5.2% | 28.4% | Clc1cc2cccnc2c2ccccc12
0.3% | -5.0% | -2.6% | 16.2% | -0.4% | 0.0% | -0.8% | 8.1%[57.1 µM] | -20.7% | CN1CC(=O)N(CC(=O)NCc2ccc3c(c2)OCO3)C1=O
-3.9% | 7.4% | -3.1% | 38.6% | 10.5% | 1.7% | 3.9% | 2.7% | -22.1% | Cc1ccc2[nH]c(=O)c3cc(C(=O)N(C)c4ccc(C)c(C)c4)sc3c2c1
6.7% | 1.0% | -15.0% | -22.8% | 6.8% | 123.5%[activator] | -9.4% | -14.8%[11.4 µM] | -12.6% | COc1ccc(C2NC(=O)NC(C)=C2C(=O)OC2CCCCC2)cc1OC (stereo unspecified)
0.5% | 11.9% | 7.8% | 72.8% | -3.8% | 0.0% | -5.3% | ? | -5.7% | Nc1ccc(-c2nc3ccc(-c4nc5ccccc5o4)cc3[nH]2)cc1
4.8% | 0.4% | 22.9% | 0.1% | -17.6% | ? | -2.2% | -10.4% | -16.9% | O=C(c1ccccc1)C1CCc2occc2C1=O (stereo unspecified)

2 of the compounds above, with values under each structure.
The line under a structure holds: ERG-DNA inh, Pin1 inhibitor, GLS inh, HP1b binding inh, RGS4 inhibitor, 12-LOX inh, PGK inhibitor, TrxR1 inh, JMJD2A Tudor
> COc1ccc(NC(=O)CN2CCN(S(=O)(=O)c3ccc(Br)cc3)CC2)cc1
→ -0.1%, 3.2%, 3.6%, 5.5%, -6.3%, 4.6%, -2.8%, -1.0%[57.1 µM], -13.7%
> CCc1nnc(N/N=C/c2cc(C)c(C)cc2C)n1N
→ -10.6%, -0.3%, 20.0%, 40.0%[activator], 5.8%, 9.2%, 3.1%, 11.4%, -11.6%
